Growth percent in the NCI-60 one-dose screen (48 h, 10 µM unless noted): 100 = growth as untreated, 0 = no growth, -100 = all killed.
HCT-116: HCT-116 colon cancer. 82,000 tested, 7.3% active
SW-620: SW-620 colon cancer; 82,000 tested, 5.2% active
COLO 205: COLO 205 colon cancer. AID 1794742. 79,000 tested, 7.3% active
HCT-15: HCT-15 colon cancer; 82,000 tested, 5.2% active
KM12: KM12 colon cancer cells; AID 1794800; 82,000 tested, 5% active
SNB-75: SNB-75 CNS cancer; AID 1794750; 79,000 tested, 5% active
HCC-2998: HCC-2998 colon cancer. AID 1794799. 79,000 tested, 4.7% active
HT29: HT29 colon cancer | AID 1794748 | 81,000 tested, 7.4% active
NCI-H322M: NCI-H322M lung cancer | AID 1794733 | 80,000 tested, 2.7% active
* marks the source's active call; other numbers are inactive results; x = no result given. The calls were made as follows: active = growth percent below 10; inactive = the rest.

1. CC/C(=C/c1ccc(OC)cc1O)c1ccc2ccc(OC)cc2[o+]1
2. CCN1CCN(C(=S)SCC(=O)Nc2nc3ccc(OC)cc3s2)CC1
3. O=C(CCCl)OCc1ccccc1
4. COc1cc2nc(Cl)nc(Nc3cccc(C4=Nc5c(N)nc(N)nc5NC(c5ccc6c(c5)OCO6)C4)c3)c2cc1OC (configuration not stated)
5. C#CCN1C(=O)c2ccccc2N(CC#C)C12CCN(Cc1cn(Cc3nc4ccccc4c(=O)[nH]3)nn1)CC2
6. Clc1ccccc1C=Nc1ccc2c(c1)Cc1ccccc1-2
7. CCOC(=O)CCc1ccc(C(C)=O)cc1
8. Cn1c(=O)c2[nH]c(Cl)nc2n(C)c1=O

compound no.,1,2,3,4,5,6,7,8
HCT-116,99,96,104,55,95,109,94,103
SW-620,108,110,106,77,100,101,104,103
COLO 205,114,112,104,89,107,111,114,107
HCT-15,85,x,107,33,93,96,103,106
KM12,84,91,104,47,95,96,104,113
SNB-75,x,94,96,82,76,95,108,80
HCC-2998,109,x,98,75,108,112,96,113
HT29,109,102,103,69,106,104,95,125
NCI-H322M,91,92,107,83,95,111,x,115

9. Cc1nc2scc(-c3ccccc3)n2c(=O)c1CCNc1ccc(S(=O)(=O)N=C(N)N)cc1
10. CC(C)(C)c1cc(C(=O)Nc2ccc(C(=O)NCCN)cc2)cc(C(C)(C)C)c1
11. CCCCCCCCCCCCCCCCNC(=O)OCC
12. NC1=CNNc2c3ncnc-3ncn21
13. C/C(=N\NC(=O)c1sc(=S)n(C)c1N)c1cc2ccccc2o1
14. Nc1cc(C(F)(F)F)ccc1-n1cnc2ccccc21
15. CCOC(=O)C1O[N+]([O-])=C(c2ccc(OC)cc2)C1c1cc(OC)c(OC)c(OC)c1 (configuration not stated)
16. Nc1nc2c(nc(NCCCN3CCOCC3)n2[C@H]2O[C@@H](CO)[C@H](O)[C@@H]2O)c(=O)[nH]1

compound no.,9,10,11,12,13,14,15,16
HCT-116,91,13,94,108,59,87,98,109
SW-620,114,1.3*,108,108,81,103,99,102
COLO 205,100,-78*,121,111,107,116,115,110
HCT-15,103,77,99,115,48,98,104,105
KM12,97,13,x,108,22,100,101,100
SNB-75,88,56,101,103,53,99,98,96
HCC-2998,108,1.8*,107,109,x,104,111,110
HT29,102,-22*,99,104,37,97,105,102
NCI-H322M,95,58,111,108,45,102,99,99

17. CNS(=O)(=O)c1ccc(Cl)c(Cl)c1
18. N#CC1C(C#N)C(C(=O)c2ccc(Br)cc2)N2c3ccccc3C=CC12 (configuration not stated)
19. N#Cc1ccc(S(N)(=O)=O)cc1
20. COc1ccc(C=O)c(OC)c1
21. CC1(O)CC(CSC#N)OC(c2ccc(F)cc2)C1 (configuration not stated)
22. C[C@@H]1C(=O)[C@]23C[C@H]1CC[C@@]21C(=O)OC[C@]12C(=O)C=CC(C)(C)[C@H]2O3
23. C#CCN(CCCOc1ccc(Cl)cc1Cl)CCCSC(=O)CCCCCN1/C(=C\C=C2/CCCC(/C=C/C3=[N+](CCCCCC(=O)[O-])c4ccccc4C3(C)C)=C2Cl)C(C)(C)c2ccccc21
24. COc1ccc(/C=N/c2n[nH]c(-c3ccc(OC)cc3)n2)cc1

compound no.,17,18,19,20,21,22,23,24
HCT-116,107,68,101,100,100,99,9.4*,97
SW-620,104,66,108,116,102,102,3.3*,97
COLO 205,114,3.4*,116,119,113,103,33,99
HCT-15,100,24,97,107,98,106,87,91
KM12,108,22,101,100,102,102,6.9*,100
SNB-75,88,12,77,100,68,90,42,91
HCC-2998,118,51,114,100,122,105,40,107
HT29,106,37,93,87,97,93,-27*,97
NCI-H322M,103,93,102,97,103,109,84,94

25. COc1cc(CNC(=O)/C=C/c2ccccc2)ccc1OCc1cn(-c2cccc([N+](=O)[O-])c2)nn1
26. O=S(=O)(Nc1nc2cc(F)ccc2n2cccc12)c1ccccc1
27. CCc1nnc(CC)n1N
28. CCC(=O)Oc1ccc(/C(=C(/C)Cc2cccc(OC)c2)c2ccc(OCCN3CCCCC3)cc2)cc1
29. CC(C(=O)O)/C(=C\c1ccccc1)C(=O)O (configuration not stated)
30. C#CCOc1ccc(/C=N/Nc2nc(-c3ccc(Br)cc3)cs2)cc1
31. C=C1CCC2C3(C)COC(c4ccccc4F)OC3CCC2(C)C1CC(O)C1=CCOC1=O (configuration not stated)
32. CCCCNCCOC(=O)c1ccc([N+](=O)[O-])cc1

compound no.,25,26,27,28,29,30,31,32
HCT-116,102,102,109,95,103,97,-59*,95
SW-620,104,101,106,92,113,89,-6.1*,102
COLO 205,118,112,99,104,114,103,22,116
HCT-15,90,x,104,92,113,92,9.9*,94
KM12,106,110,99,104,107,93,45,98
SNB-75,73,86,106,x,91,104,44,102
HCC-2998,100,117,99,109,109,102,37,x
HT29,107,112,108,84,113,115,8.4*,110
NCI-H322M,99,101,105,99,96,90,99,100

One compound at a time (already shown). Order of screens: HCT-116, SW-620, COLO 205, HCT-15, KM12, SNB-75, HCC-2998, HT29, NCI-H322M
`CCCCNCCOC(=O)c1ccc([N+](=O)[O-])cc1` in the list: 95, 102, 116, 94, 98, 102, x, 110, 100
`CC(C(=O)O)/C(=C\c1ccccc1)C(=O)O` (configuration not stated) in the list: 103, 113, 114, 113, 107, 91, 109, 113, 96

Continued:
33. Cc1nc(NC(=O)COc2ccc(/C=C3\Cc4ccc(Cl)cc4C3=O)cc2)sc1C
34. Cc1ccc2c(-n3nc(C#N)c(C#N)c3N)cc(=O)[nH]c2c1
35. C[C@H](NC(=O)C(C)(F)F)[C@H](Oc1ccc2c(cnn2-c2cccc(C(=O)NCCCCN)c2)c1)c1ccc2c(c1)OCCO2
36. O=C(CNc1cccc(Cl)c1)Cn1cc(COc2ccc(C=Nc3cnc4ccccc4c3)cc2)nn1
37. COc1cc(/C=C/C(=O)/C=C/c2ccc(-n3ccnc3C)cc2)ccc1O
38. NS(=O)(=O)c1ccc(-n2cc(CN3CCOCC3)nn2)cc1
39. COc1ccc(/C=c2\c(=O)n(-c3ccccc3)c3nnc(CC#N)n23)cc1
40. CCOc1ccc2nc(C)cc(Nc3ccc(S(=O)(=O)Nc4ncccn4)cc3)c2c1

compound no.,33,34,35,36,37,38,39,40
HCT-116,109,76,90,101,91,107,102,98
SW-620,107,99,100,111,2.2*,110,103,106
COLO 205,120,98,98,127,60,107,104,113
HCT-15,104,88,104,112,82,107,103,104
KM12,119,95,100,110,-50*,104,103,108
SNB-75,108,110,109,112,76,111,96,100
HCC-2998,91,139,101,103,-47*,115,103,95
HT29,114,94,88,118,-43*,106,105,99
NCI-H322M,183,67,114,102,100,115,106,88

41. CCn1c(-c2ccc3nc(-c4ccc(Cl)cc4)[nH]c3c2)n[nH]c1=S
42. COc1ccc(CCNC(=O)C(=O)[C@H](Cc2ccccc2)NC(=O)c2oc3cc(OC)c(OC)cc3c(=O)c2C)cc1
43. Brc1ccc(-c2cc(-c3ccc(Br)cc3)cc(-c3ccc(Br)cc3)c2)cc1
44. COCc1nc2nccc(-c3ccccn3)n2n1
45. COc1cc(C2CC(c3ccc(Nc4ccnc5cc(Cl)ccc45)cc3)=NN2C=O)cc(OC)c1OC (configuration not stated)
46. CSc1nncc(-c2cnnc(SC)n2)n1
47. COc1cccc(C(=O)N(c2cccc(C)c2C)C(C(=O)NC(C)(C)C)c2cc3c(C)cc(C)cc3nc2Cl)c1 (configuration not stated)
48. O=c1c(-c2ccc3c(c2)OCO3)coc2c(CO)c(O)ccc12

compound no.,41,42,43,44,45,46,47,48
HCT-116,101,103,104,105,14,102,37,-9.0*
SW-620,106,108,102,105,84,106,65,38
COLO 205,109,109,107,115,96,109,71,113
HCT-15,98,97,107,108,49,113,75,13
KM12,101,100,103,104,68,97,77,27
SNB-75,96,x,99,84,76,92,107,-5.2*
HCC-2998,107,105,98,105,x,110,81,4.5*
HT29,98,101,85,106,-37*,120,54,86
NCI-H322M,105,93,111,102,107,94,81,17

Quoted from the listing:
COc1ccc(CCNC(=O)C(=O)[C@H](Cc2ccccc2)NC(=O)c2oc3cc(OC)c(OC)cc3c(=O)c2C)cc1 in SW-620 → 108
CSc1nncc(-c2cnnc(SC)n2)n1 in SNB-75 → 92
COCc1nc2nccc(-c3ccccn3)n2n1 in HCT-15 → 108
COc1cccc(C(=O)N(c2cccc(C)c2C)C(C(=O)NC(C)(C)C)c2cc3c(C)cc(C)cc3nc2Cl)c1 (configuration not stated) in KM12 → 77
O=c1c(-c2ccc3c(c2)OCO3)coc2c(CO)c(O)ccc12 in HT29 → 86
CCn1c(-c2ccc3nc(-c4ccc(Cl)cc4)[nH]c3c2)n[nH]c1=S in HT29 → 98
COc1cc(C2CC(c3ccc(Nc4ccnc5cc(Cl)ccc45)cc3)=NN2C=O)cc(OC)c1OC (configuration not stated) in HCT-116 → 14

Additional results follow.
49. Fc1ccc(/C=N/Nc2ccc3nnc(-c4ccc(Cl)cc4)n3n2)cc1
50. NNc1ccc([N+](=O)[O-])cn1
51. O=Cc1c[nH]c2ccccc12
52. Cc1ccccc1COc1ccc(-c2onc(C)c2-c2ccc(Cl)cc2)cc1
53. COc1ccc2c(Cn3cc(CSc4nc5cc(Cl)ccc5o4)nn3)cc(=O)oc2c1
54. COc1cnc2c(c1)C(=O)c1c-2n(CCCN2CCC(N)CC2)c(=O)c2cc([N+](=O)[O-])ccc12
55. CS(=O)(=O)C1=CN(CCO)C(=O)N2CCCN=C12
56. N#CC1(C#N)C(/C=N/NC(N)=S)C(c2ccccc2)C1(C#N)C#N (configuration not stated)

compound no.,49,50,51,52,53,54,55,56
HCT-116,89,101,93,34,102,36,97,96
SW-620,89,105,114,32,105,37,93,103
COLO 205,104,108,126,71,119,58,98,123
HCT-15,87,96,101,38,105,49,107,93
KM12,104,99,118,54,111,45,105,98
SNB-75,95,89,91,53,92,61,94,97
HCC-2998,106,96,106,87,116,69,99,102
HT29,105,126,103,17,109,37,107,101
NCI-H322M,91,111,101,98,102,53,93,98

Exported as tab-separated lines: part of the list above.
entry	compound	HCT-116	SW-620	COLO 205	HCT-15	KM12	SNB-75	HCC-2998	HT29	NCI-H322M
51	O=Cc1c[nH]c2ccccc12	93	114	126	101	118	91	106	103	101
52	Cc1ccccc1COc1ccc(-c2onc(C)c2-c2ccc(Cl)cc2)cc1	34	32	71	38	54	53	87	17	98
53	COc1ccc2c(Cn3cc(CSc4nc5cc(Cl)ccc5o4)nn3)cc(=O)oc2c1	102	105	119	105	111	92	116	109	102
54	COc1cnc2c(c1)C(=O)c1c-2n(CCCN2CCC(N)CC2)c(=O)c2cc([N+](=O)[O-])ccc12	36	37	58	49	45	61	69	37	53

Following part:
57. CN(C)CCNc1ccc2ncc(C#Cc3cncc(C(=O)Nc4ccc(CN5CCN(C)CC5)c(C(F)(F)F)c4)c3)n2n1
58. CCOC(=O)CSc1nc2ccccc2[nH]1
59. CCOC(=O)c1c(Nc2ccccc2)nn2c(N)c(C#N)c(-c3ccc(F)cc3)nc12
60. Cn1c(SCC(=O)c2ccc(Cl)cc2)nc2ccccc2c1=O
61. C/C(=N\NC(=O)Cn1c(C(C)C)nc2ccccc21)c1ccc(Br)cc1
62. ONc1nc(NO)nc(N2CCOCC2)n1
63. COc1ccc(/C=C2\c3cc(OC)c(OC)c(OC)c3CC[C@@H]2O)cc1F
64. O=[N+]([O-])c1ccc(N2CCCC(n3cccc3)C2)c([N+](=O)[O-])c1 (configuration not stated)

compound no.,57,58,59,60,61,62,63,64
HCT-116,5.0*,98,87,89,93,106,8.9*,98
SW-620,-6.3*,101,86,102,94,92,28,108
COLO 205,-32*,109,93,114,112,106,2.3*,99
HCT-15,35,99,70,90,100,123,21,111
KM12,-8.4*,103,87,98,94,102,23,99
SNB-75,-93*,97,82,93,88,76,14,90
HCC-2998,-26*,85,110,119,107,104,36,109
HT29,-13*,98,97,102,96,98,12,99
NCI-H322M,6.1*,96,101,90,95,92,66,88

65. O=C1NC(=O)c2c1c1c3ccccc3[nH]c1c1oc3ccc(O)cc3c21
66. C/C(Nc1ccc(Cl)c(Cl)c1)=C1\CCOC1=O
67. NS(=O)(=O)c1ccc(CCN2C(=O)c3ccc4c5c(ccc(c35)C2=O)C(=O)N(CCc2ccc(S(N)(=O)=O)cc2)C4=O)cc1
68. CN(C)c1ccc(/C=C2\Oc3cc(O)ccc3C2=O)cc1
69. COc1cccc(C(=O)Nc2cccc(C3CC(=O)c4c(cc(OC)c(OC)c4OC)O3)c2)c1 (configuration not stated)

compound no.,65,66,67,68,69
HCT-116,100,81,96,90,76
SW-620,85,111,109,96,89
COLO 205,108,134,115,114,100
HCT-15,96,84,96,84,79
KM12,98,96,101,102,57
SNB-75,77,79,98,99,82
HCC-2998,103,90,89,109,103
HT29,106,85,93,105,98
NCI-H322M,110,101,103,91,100

Some entries already given with just HT29.
cpd | Molecule | HT29
23 | C#CCN(CCCOc1ccc(Cl)cc1Cl)CCCSC(=O)CCCCCN1/C(=C\C=C2/CCCC(/C=C/C3=[N+](CCCCCC(=O)[O-])c4ccccc4C3(C)C)=C2Cl)C(C)(C)c2ccccc21 | -27*
53 | COc1ccc2c(Cn3cc(CSc4nc5cc(Cl)ccc5o4)nn3)cc(=O)oc2c1 | 109

Compound activity from PubChem.
